# TDP-43 yeast inh – rescues yeast growth from TDP-43 toxicity. TDP-43 expressing yeast growth rescue, BacTiter-Glo, 24 h. Potency, µM (series often up to 46.1 µM), inactives show at the highest dose growth rescue (activation), hits mostly activators. 410,000 compounds, 1.8% hits; note: potency is the fitted concentration of half-maximal effect; % of control where 0% means no effect; nearly all actives have a fitted effect of over 50% in size
#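 Galactose-induced TDP-43 yeast, OD600=0.02, compound pinned; 24 hr, 30 deg C; BacTiter-Glo luminescence for growth. Inhibitors of TDP-43 toxicity read as activators.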
# Abeta yeast res – A-beta toxicity reversal in yeast | yeast expressing A-beta42, growth rescue, OD600, 48 h; response scale: 0% DMSO, 100% iron-clioquinol control | Potency, µM (highest dose often 46.1 µM), for the others: top-dose growth rescue, usual class: activators | 410,000 compounds, 0.063% hits; note: potency is the fitted concentration of half-maximal effect; nearly all actives have a fitted effect of over 55% in size
#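 Growth rescue measured by 600 nm absorbance after 48 h yeast culture at 30 C with compound. Values normalized between DMSO and an equimolar ferric chloride plus clioquinol control.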
# DRD3 agonist – agonists of human D3 dopamine receptor | 410,000 compounds, 0.58% hits | D3R DiscoveRx beta-arrestin cells, luminescence, 90 min | max activation, % | P35462; in the data active = max activation above about 30%; note: 0% is about no effect; mostly tested at two doses, the higher about 12 µM
# Target sequence (P35462 whole entry, looked up): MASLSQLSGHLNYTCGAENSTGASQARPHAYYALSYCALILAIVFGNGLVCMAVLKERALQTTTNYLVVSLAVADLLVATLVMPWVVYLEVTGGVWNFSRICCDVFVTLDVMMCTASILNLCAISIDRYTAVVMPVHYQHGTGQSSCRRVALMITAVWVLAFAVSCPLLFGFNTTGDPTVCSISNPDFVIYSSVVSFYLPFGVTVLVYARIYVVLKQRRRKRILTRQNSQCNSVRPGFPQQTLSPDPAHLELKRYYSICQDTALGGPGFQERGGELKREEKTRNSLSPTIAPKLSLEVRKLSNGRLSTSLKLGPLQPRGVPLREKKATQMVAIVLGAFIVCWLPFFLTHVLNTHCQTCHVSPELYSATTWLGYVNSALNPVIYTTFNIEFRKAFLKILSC
#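 Agonist-mode cell screen: cells plated at 1500/well and incubated overnight at 37 °C, then exposed to library compounds for 90 min at 37 °C. Detection reagent was added for 30–60 min at room temperature, and luminescence was read.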
# EPAC2 antag – blocks human EPAC2 exchange factor; Q8WZA2; 360,000 compounds, 0.18% hits; EPAC2 GEF exchange of Rap1B-BODIPY-GDP, fluorescence; Potency, µM (titrated, usually from 114 µM), for the others: top-dose activity, negative = inhibition, hits mostly inhibitors; note: potency is the fitted concentration of half-maximal effect; % is set by controls: 0 for no effect and ±100 for the full control effect; nearly all actives have a fitted effect of over 45% in size; many of its hits are not listed in these tables
# aSyn yeast inh – alpha-synuclein toxicity inhibition in yeast. Yeast expressing alpha-synuclein, growth rescue, BacTiter-Glo, 24 h. Potency, µM (doses to about 46.1 µM), for inactives: at the top dose growth rescue (activation), most hits filed as activators. 370,000 compounds, 0.14% hits. AID 652106; note: potency is the fitted concentration of half-maximal effect; % of control where 0% means no effect; nearly all actives have a fitted effect of over 65% in size
#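 Rescue of yeast growth: cells expressing toxic alpha-synuclein, induced in galactose at OD600 0.02, incubated with compound 24 h at 30 C. ATP luminescence quantified growth; inhibitors of toxicity appear as activators.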
# EPAC2 agonist – EPAC2 (human) agonism. AID 720711. Q8WZA2. EPAC2 activation, biochemical qHTS; response scale: 100% = 6.5 mM cAMP response. Potency, µM (top dose mostly 154 µM), without a hit: at the highest dose activation, hits mostly activators. 360,000 compounds, 0.079% hits; note: potency is the fitted concentration of half-maximal effect; nearly all actives have a fitted effect of over 50% in size
#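 Exchange assay: 100 nM EPAC2 with 250 nM Rap1B-BODIPY-GDP and 50 uM GDP. Fluorescence (ex 480/em 540 nm) read every 5 min for 30 min at room temperature. Data normalized to 6.5 mM cAMP as agonist control.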
# DRD3 antagonist – antagonists of human D3 dopamine receptor | max response, negative = inhibition, % | P35462 | D3R cells, DiscoveRx beta-arrestin luminescence, antagonist mode; active compounds read low | 360,000 compounds, 2.5% hits; in the data active = max response below about -50%; inconclusive = no clear call, values can overlap the other calls; note: % is set by controls: 0 for no effect and ±100 for the full control effect; mostly tested at two doses, the higher about 12 µM
#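 Cells expressing the human receptor were seeded at 1500 cells/well, incubated overnight at 37 degrees C in 5% CO2, then exposed to library compounds with dopamine controls for 90 minutes at 37 degrees C before luminescent detection.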
# FUS yeast rescue – rescues growth of FUS-expressing yeast; S. cerevisiae FUS-expressing, growth rescue, OD600, 24 h; Potency, µM (series often up to 76.6 µM), without a hit: at the top dose growth rescue (activation), actives largely listed as activators; 390,000 compounds, 0.24% hits;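 note: potency is the fitted concentration of half-maximal effect; plate controls were DMSO vehicle for no effect and reference control for full effect; nearly all actives have a fitted effect of over 55% in size; some results filed as inactive show a strong effect at the top dose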
#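 Restored growth of FUS-toxic S. cerevisiae, read as 600 nm absorbance after 24 h at 30C in galactose medium (starting OD 0.005). Controls CP55940 and DMSO.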
# Starred values were filed as active, the others as inactive; ? = inconclusive; nt = not tested or not shown; & = joins results of further samples; [ ] = dose if it differs, or a comment. Unless noted, calls come from the whole dose curve; as a rule, active = well fitted curve in the direction sought with a large enough effect; inconclusive = small, poorly fitted or top-dose-only effect, or another doubt; inactive = no such curve, though single readings can be large; an effect the other way counts as inactive or inconclusive. A portion of the library; the hit share may differ from the screen's.
smiles,TDP-43 yeast inh,EPAC2 agonist,aSyn yeast inh,Abeta yeast res,DRD3 agonist,EPAC2 antag,FUS yeast rescue,DRD3 antagonist
Cc1ccccc1S(=O)(=O)Cc1ccc(C(=O)O)o1,-15%,6%,0%,-5%,2,0%,5%,-19
O=C(CSc1cn(CC(=O)N2CCCCC2)c2ccccc12)NCc1ccc(F)cc1,?,nt,nt,-7%,2,nt,28%,nt
CCN(CC)CCN(C)c1ccc(N2C(=O)C3CC=CCC3C2=O)cc1[N+](=O)[O-] (stereo unspecified),-17%,10%,-2%,-12%,-2,4%,14%,6
COc1ccc(NC(=O)CSc2nc3ccccc3c(=O)n2CCCN2CCOCC2)c(OC)c1,2%,8%,0%,-4%,2,-17%,5%,6
COC(=O)C1=C(c2ccccc2)c2ccccc2S(=O)(=O)N1CC(=O)Nc1cc(C)ccc1C,30%,nt,nt,9%,2,nt,-16%,nt
CCc1ccc(NC(=O)CC2C(=O)N(c3ccccc3)C(=O)N2C(C)C)cc1 (stereo unspecified),8%,nt,nt,4%,-1,nt,11%,nt
CCCC(=O)Nc1c(-c2ccc(C)cc2)c(=O)c2ccccc2n1C,17%,9%,-1%,9%,0,-5%,20%,2
Cc1nnc(SCC(=O)Nc2nccs2)s1,4%,5%,3%,2%,2,2%,20%,3
CCCC(=O)NNC(=O)Nc1ccccc1,-21%,9%,10%,-7%,1,3%,-14%,1
COc1ccc(CCNC(=O)Nc2nnc([C@H]3C[C@H](O)[C@@H](CO)O3)s2)cc1OC,12%,8%,-4%,-5%,-7,8%,1%,-19
Cc1c(C)n(CC(O)CNc2ccccc2)c2ccccc12 (stereo unspecified),0%,3%,?,-40%[inhibitor],3,-23%,22%,7
COc1ccc(C(CNC(=O)c2ccc(S(=O)(=O)Nc3ccccc3C)cc2)N2CCOCC2)cc1 (stereo unspecified),23%,1%,-1%,-9%,2,7%,11%,0
CC1CCN(C(=O)c2ccc(S(=O)(=O)NCc3ccco3)cc2)CC1,8%,4%,1%,0%,-4,6%,-9%,7
O=C1C(=O)N(CCS(=O)(=O)c2ccccc2)c2ccc(F)cc21,18%,-2%,3%,-8%,-19,-3%,0%,?
CC(N)(C(=O)O)c1cccc(OCc2cccc(Cl)c2)c1 (stereo unspecified),-11%,-7%,5%,-7%,-7,16%,8%,5
C=CCn1c(SCC(=O)NCCc2ccccc2)nnc1C1CC1,-16%,5%,-2%,9%,-25,11%,-1%,-7
O=C(O)c1cccc(CN2C(=O)CSC2=O)c1,0%,10%,-5%,-3%,2,-7%,26%,16
CCOC(=O)C1CCCN(C(=O)c2ccc(OCC)cc2)C1 (stereo unspecified),24%,1%,1%,-3%,1,2%,3%,9
CCc1cc(-c2[nH]ncc2-c2ccc3c(c2)OCO3)c(O)cc1O,-2%,22%,5%,23%,-3,-15%,25%,-29
CN(C)CCCN(C(=O)c1ccc([N+](=O)[O-])s1)c1nc2cc3c(cc2s1)OCCO3,7%,?,-4%,13%,-6,?,19%,-13
CCc1ccc(NCc2cc3cc4c(cc3n(CC(=O)Nc3ccccc3C)c2=O)OCCO4)cc1,13%,nt,1%,-30%,2,nt,-2%,nt
COc1cc2[nH]c(=S)n(CCCN3CCOCC3)c(=O)c2cc1OC,-11%,4%,-12%,-20%,-21,-12%,34%,?
Cc1ccc(C)c(NNC(=O)C(=O)NNc2cc(C)ccc2C)c1,-15%,14%,4%,9%,1,1%,9%,12
N#C/C(=C/c1cccc(C(F)(F)F)c1)c1nc(CCN2C(=O)c3ccccc3C2=O)cs1,10%,-12%,-2%,4%,-7,6%,15%,-11

# Some of the entries above, set out differently.
# Sequence of screens – TDP-43 yeast inh	EPAC2 agonist	aSyn yeast inh	Abeta yeast res	DRD3 agonist	EPAC2 antag	FUS yeast rescue	DRD3 antagonist
COc1ccc(C(CNC(=O)c2ccc(S(=O)(=O)Nc3ccccc3C)cc2)N2CCOCC2)cc1 (stereo unspecified)
 : 23%	1%	-1%	-9%	2	7%	11%	0
Cc1ccc(C)c(NNC(=O)C(=O)NNc2cc(C)ccc2C)c1
 : -15%	14%	4%	9%	1	1%	9%	12

# Other records follow.
smiles,TDP-43 yeast inh,EPAC2 agonist,aSyn yeast inh,Abeta yeast res,DRD3 agonist,EPAC2 antag,FUS yeast rescue,DRD3 antagonist
O=C(Nc1ccc(S(=O)(=O)Nc2ccc(F)cc2)cc1)c1ccc(CN2CCOCC2)cc1,-9%,2%,-2%,-5%,2,-22%,2%,2
Cc1ccnc(Sc2nc3c(c(=O)[nH]c(=O)n3C)n2CCCc2ccccc2)n1,0%,2%,-7%,23%,7,4%,-6%,23
Cc1nn(C)cc1CN(C)C(=O)c1cc(-c2ccccc2)nc2ccc(Br)cc12,-6%[0.397 µM],-1%,-1%,2%&-24%,27&10,6%,19%&29%,55
Cc1nnc(SCC(=O)Nc2nsc(-c3ccc(Cl)cc3)n2)s1,21%,2%,-3%,-6%,-5,-5%,15%,-23
COc1ccc(C(=O)C2CCCN(Cc3cccn3-c3ccccn3)C2)cc1F (stereo unspecified),nt,-1%,-9%,-1%,-2,1%,11%,-1
Cc1ccc(N=Nc2ccc(O)cc2)c(Br)c1,?,8%,-64%[inhibitor],-88%[inhibitor],0,-12%,0%,9
COc1cc(NC(=O)Nc2nc(C(N)C3CCCCC3)cs2)cc(OC)c1OC (stereo unspecified),26%,6%,2%,9%,-8,4%,?,14
O=C(c1cccc(F)c1)N1CCN(C(=O)C(c2ccccc2)c2ccccc2)CC1,-18%,9%,9%,7%,5,-4%,34%,2
NC(N)=NNC(=O)c1ccccc1Cl,1%,-3%,5%,12%,4,9%,nt,8
CC1(c2ccccc2)NC(=O)N(CC(=O)Nc2ccccc2N2CCCCC2)C1=O (stereo unspecified),23%,3%,2%,2%,5,0%,8%,14
CC1(C)CC(=O)C2=C(C1)NC(=O)NC2c1ccccc1Cl (stereo unspecified),-5%,6%,-4%,-8%,5,-3%,7%,-19
CSCCC(=O)Nc1nc(-c2ccccn2)cs1,0%,9%,2%,30%,-12,-3%,32%,-18
Cc1ccccc1C(=O)OC(C)C(=O)NCc1ccc2c(c1)OCO2 (stereo unspecified),?,3%,12%,2%,-4,-28%,-16%,9
CSCCC(NS(=O)(=O)c1ccc(Cl)cc1)C(=O)OCC(=O)c1ccc(F)cc1 (stereo unspecified),11%,-1%,4%,-19%,4,-11%,2%,14
COc1ccc(N=Cc2c(O)n(-c3ccc(OC)cc3)c(=O)c3ccccc23)cc1,-20%,-5%,1%,-4%,5,-12%,26%,-16
COc1cccc(-c2cc(C(F)(F)F)nc(NCc3ccco3)n2)c1,15%,-2%,-22%,-3%,2,-4%,43%,15
COc1ccc(COC(=O)c2cccc(S(=O)(=O)N3CCN(C(C)=O)CC3)c2)cc1,31%,8%,3%,11%,11,-3%,18%,0
Cc1ccc(-c2ccc(/C=N/n3cnnc3)o2)cc1,5%,5%,13%,-4%,7,-2%,20%,0
COc1ccc(CCC(C)NC(=O)Cc2ccc(OC)c(OC)c2)c(OC)c1 (stereo unspecified),-7%,12%,-8%,-17%,6,-2%,6%,-14
CC(C)CC1NC(=O)N(CC(=O)Nc2cc(F)ccc2F)C1=O (stereo unspecified),8%,1%,6%,-1%,3,3%,15%,2
N#Cc1ccc(C(=O)Nc2cccc(NC(=O)c3ccco3)c2)c(F)c1,9%,0%,-1%,-3%,-7,9%,9%,-11
O=C(C[C@H]1C/C=C\C[C@@H](Cc2ccc(F)cc2)C(=O)OC[C@H]2CCCN2C1=O)N[C@H](CO)Cc1ccccc1,17%,8%,1%,1%,0,1%,33%,0
COCCNC(=O)Nc1ccc2c(c1)N(C)C(=O)CS2,-16%,4%,-1%,-5%,1,7%,35%,-18
Cc1ccc(CN2CCN(C3CCCC3)C(CCO)C2)s1 (stereo unspecified),-13%,-3%,1%,11%,-23,-1%,28%,-51*
C[C@H](NC(=O)c1ccco1)C(=O)NCCc1ccc(S(N)(=O)=O)cc1,-29%,3%,-3%,2%,-17,2%,-4%,-22
COc1ccc(/C=N/S(=O)(=O)c2ccccc2)cc1OC,3%,-6%,-3%,-11%,2,8%,0%,13
CCC(=O)N1CCCc2cc(S(=O)(=O)N3CCCc4ccccc43)ccc21,5%,15%,12%,-14%,0,-12%,?,-16
Cc1c(C(=O)NC(=S)NCc2cccnc2)oc2ccccc12,-23%,-11%,-2%,-22%,-4,2%,15%,-21
O=C(CCS(=O)(=O)c1ccccc1)Nc1cccc2c1C(=O)NC2=O,2%,6%,8%,-2%,4,1%,-10%,-4
C=C(C)C(=O)Nc1cccc(C2=NOC3(C2)C[C@H](C(N)=O)N(C(=O)c2ccccc2C(=O)c2ccccc2)C3)c1 (stereo partly specified),-7%,0%,-2%,-9%,-16,-6%,31%,5
O=c1c2ccccc2c(C=Nc2cccc(S(=O)(=O)NC3=NCCCCC3)c2)c(O)n1Cc1ccccc1,2%,-1%,8%,17%,0,5%,42%,0
O=C(c1ccc(OC2CCN(Cc3ccc(C(F)(F)F)cc3)CC2)cc1)N1CCCCC1,-15%,-4%,-4%,-2%,-14,-19%,6%,-4
CCCCNC(=O)CSc1nc2cc(OC)c(OC)cc2c(=O)n1Cc1ccc(OC)cc1,-20%,-12%,-3%,4%,-2,-4%,5%,24
COCCN(C(=O)c1ccc(-c2ccc([N+](=O)[O-])cc2)o1)c1c(N)n(CC(C)C)c(=O)[nH]c1=O,-8%,-4%,-2%,3%,-22,13%,32%,3
COc1ccc(NC(=O)NCCc2c[nH]c3ccccc23)c(OC)c1,19%,1%,-2%,20%,18,6%,1%,-13
CCCc1[nH]nc2c1C(C1CC=CCC1)C(C#N)=C(N)O2 (stereo unspecified),5%,-8%,1%,3%,1,-11%,nt,10
Cc1ccc(S(=O)(=O)N2CCN(S(=O)(=O)c3ccccc3Br)C2=O)cc1,-2%,-1%,-7%,0%,-1,-5%,-7%,2
CN(CC(=O)Nc1ccc(OC(F)(F)F)cc1)C(=O)/C=C/c1ccco1,?,1%,-1%,5%,-8,3%,10%,?
COc1cccc(Nc2nc(-c3cccc(N4C(=O)c5ccccc5C4=O)c3)cs2)c1,9%,6%,-5%,0%,-3,-1%,26%,?
